SENP8 block – blocks human SENP8 cleavage of Nedd8 substrate; recombinant SENP8, Nedd8 substrate fluorescence; inhibition, % at 20 µM; hit rate 0.64% among 360,000; AID 602440; in the data active = inhibition mostly above about 40%, no sharp cut-off; inactive = mostly below about 27%
Target sequence (Q96LD8 whole entry, looked up): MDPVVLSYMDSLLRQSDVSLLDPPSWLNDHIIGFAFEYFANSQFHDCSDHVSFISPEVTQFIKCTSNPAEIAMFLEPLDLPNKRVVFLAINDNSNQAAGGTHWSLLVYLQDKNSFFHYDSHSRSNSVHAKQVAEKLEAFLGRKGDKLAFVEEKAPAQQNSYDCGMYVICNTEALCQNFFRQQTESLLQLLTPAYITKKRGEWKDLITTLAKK
SENP1 inh – SENP1 (human) catalytic domain inhibition. inhibition, % at 10 µM. recombinant SENP1 catalytic domain, CyPet-SUMO1-YPet FRET cleavage. hit rate 0.21% among 360,000. Q9P0U3;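 active = inhibition at least 30% at 10 µM, raw YFP signal under a set limit, fluorescence ratio 0.5 to 1.5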;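 also: 0% = enzyme with DMSO and 100% = no enzyme wells; some results filed as inactive read as strong as hits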
Target sequence (Q9P0U3 419-644 limits assumed): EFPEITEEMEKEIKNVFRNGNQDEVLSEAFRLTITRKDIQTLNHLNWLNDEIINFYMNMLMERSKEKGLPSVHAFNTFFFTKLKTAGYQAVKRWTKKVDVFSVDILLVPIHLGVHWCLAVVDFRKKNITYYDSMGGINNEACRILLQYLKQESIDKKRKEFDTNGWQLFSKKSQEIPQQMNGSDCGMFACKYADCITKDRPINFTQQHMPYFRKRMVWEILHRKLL
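Test system: recombinant human SENP1 catalytic domain, His6-tagged / Medium: pH 8 Tris buffer with EDTA, NaCl, BME, BSA, NP40, catalase / Also added: SUMO1 FRET substrate flanked by Cypet and Ypet, 25 nM / Times: 50 min reaction at room temperature / Signal: FRET, CFP and YFP emission / Control set: no-enzyme low control and enzyme-plus-DMSO high control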
* = called active by the depositor.

compound | SENP8 block | SENP1 inh
Cc1ccsc1CNC(=O)C1(C)CCN1C(C)C (configuration not stated) | 4 | 2
CCOC(=O)c1cc(-c2ccccc2)nc2c(O)cccc12 | 7 | 1
COc1ccc(-c2ccc3c(c2)[C@@H]2C[C@H]4[C@@H](C(=O)N2CC3)[C@H](C)ON4C)cc1 | -17 | -4
CC1(C(=O)NC2CCCC2)CCC(=O)N1CCOc1ccccc1 (configuration not stated) | 15 | 0
CC1(C(=O)NS(=O)(=O)c2cccs2)CCN1C(=O)c1ccco1 (configuration not stated) | 28 | 1
CCOC(=O)N1CCN(S(=O)(=O)N2CCCC(C(=O)NCc3cc(OC)ccc3OC)C2)CC1 (configuration not stated) | 10 | 2
Nc1c(-c2ccccc2)cnc2cc(-c3ccccc3)nn12 | -66 | 0
CC1=CC2=C(C=O)C(=O)C(C)(O)C(O)C2=CO1 (configuration not stated) | -110 | -63
O=[N+]([O-])c1ccc(NS(=O)(=O)c2ccc(Cl)c(Cl)c2)cc1 | 18 | -8
COc1ccccc1S(=O)(=O)N(C)C[C@H]1OCc2cnnn2CCCC(=O)N([C@H](C)CO)C[C@H]1C | 7 | 0
COc1ccc(S(=O)(=O)NCC(c2cccnc2)N2CCN(c3ccccc3OC)CC2)cc1C (configuration not stated) | 20 | 1
COC(=O)CC1(C(=O)OC)Nc2cc(Cl)c(Cl)cc2S(=O)(=O)N1O (configuration not stated) | 6 | 0
Cc1ccc(NC(=O)Nc2nnc([C@H]3C[C@H](O)[C@@H](CO)O3)s2)cc1 | 0 | 0
N#C/C(=C/c1ccc(N2CCOCC2)o1)C(=O)Nc1ccccc1 | 23 | -33
Cc1cc2nc(-c3ccc(F)cc3)c(CC(C)(C)C)n2c(C)c1Br | 10 | -3
COc1cc([N+](=O)[O-])cc(/C=C2/SC(=S)N(Cc3ccccc3)C2=O)c1O | 37 | 79*
CCOC(=O)[C@]12CCC=C1N(Cc1ccco1)C(=O)[C@H](CC(=O)N1CCCC1)C2 | 16 | -2
O=C1c2ccccc2C(=O)N1CCC#C/C=C1\c2ccccc2C(=O)N1c1ccccc1 | 2 | -10
CN(C(=O)c1cc(COc2ccc(F)cc2Cl)on1)C1CCOC1 (configuration not stated) | 7 | 3
Cc1cc2ccccc2nc1SCC(=O)NC1CCCC1 | 4 | 2
COc1ccc(C(=O)c2[nH]c(N)c(C(=O)NCCc3c[nH]c4ccccc34)c2-c2ccc(Cl)cc2)cc1 | -57 | -25
O=C(COc1cccc(F)c1)Nc1nc(-c2ccccn2)cs1 | 16 | -10
CCNC(=O)C1(C)CCCN(Cc2noc(-c3ccccc3OC)n2)C1 (configuration not stated) | 13 | 3
CC(C)N1CCN(S(=O)(=O)c2ccccc2)c2ccccc21 | 23 | 2
CC(C)C(=O)N1CCC1(C)C(=O)NCc1cc(Cl)ccc1F (configuration not stated) | 5 | -1
O=C1NC[C@H](CCCCN2C[C@H](Cc3ccc(O)cc3)N(Cc3ccccc3)C(=O)C2=O)N(CCc2ccccc2)C1=O | 5 | 1
CCOC(=O)CC1(CC)Oc2ccccc2N1S(=O)(=O)c1ccc(C)cc1 (configuration not stated) | 29 | 2
O=C(NC(=S)NNC(=O)c1ccccc1O)c1ccco1 | 3 | 1
CCOC(=O)C1(C)CCCN(C(=O)c2cc(C)oc2C)C1 (configuration not stated) | 7 | 0
C=CCNC(=O)c1ccc2nc(Cc3ccc(OC)cc3)oc2c1 | 3 | 1
CC1(C(=O)NS(=O)(=O)c2cccc(F)c2)CCN1C(=O)Cc1cccs1 (configuration not stated) | 5 | 1
CSc1ncccc1C(=O)N1CCC1(C)C(=O)NC(C)C (configuration not stated) | 5 | 0
Cc1cnc(C(=O)N2CCN(S(=O)(=O)c3cc(C(F)(F)F)cc(C(F)(F)F)c3)CC2)cn1 | 7 | -6
CC(C)C[C@@H](CN1CCC[C@@H]1CN1C(=O)C(=O)NC[C@@H]1Cc1ccccc1)N1C[C@H](Cc2ccccc2)N(CC2CCCCC2)C(=O)C1=O | 9 | 1
O=C1C(=Nc2cccc(Cl)c2)CC(c2ccc(Cl)cc2)N1c1cccc(Cl)c1 (configuration not stated) | -20 | -14
CCCCc1c(-c2ccccc2OC)ncn1Cc1ccc(-c2ccccc2)cc1 | -207 | -4
CCc1nc2ccc(C(=O)N3CCN(S(=O)(=O)CC)CC3)cn2c1N(CC)CCOC | 7 | 4
O=Nc1c(-c2ccccc2)n(O)[n+]([O-])c1-c1ccccc1 | 16 | 0
CCN1C[C@@H]2[C@@H]3C(=O)N(Cc4ccccc4)C(=O)[C@@H]3[C@](CC)(C1=O)N2C(=O)c1ccc(Cl)c(Cl)c1 | 0 | 2
CC1(C)CC(=O)C2=C(C1)OC1=C(C(=O)CC(C)(C)C1)C2c1cccc([N+](=O)[O-])c1 | 16 | -1
C(=C\c1ccccc1)/CN1CCN(C(c2ccccc2)c2nnnn2C2CCCCC2)CC1 (configuration not stated) | 13 | 0
CC(O)C1CCC2C3CCC4CC(O)CCC4(C)C3C(=O)CC12C (configuration not stated) | 22 | 6
CCOC(=O)/C(=C/c1ccc(OC)cc1)NC(=O)c1ccco1 | 4 | 0
COc1ccccc1Cc1c(-c2cccc(Br)c2)nc2ccc(Cl)cn12 | -123 | 33*
CC1(C(=O)NS(=O)(=O)c2ccccc2)CCN1C(=O)Cc1ccccc1Cl (configuration not stated) | 7 | 1
CCn1c(C)nc2cc(C(=O)N/N=C/c3ccc(O)c(O)c3O)ccc21 | 23 | -7
Cc1ccc(S(=O)(=O)NC(=O)C2(C)CCN2C(=O)C2(c3ccc(Cl)cc3)CCC2)cc1 (configuration not stated) | 12 | 2
CC(=O)NC(c1ccccc1)c1nc(-c2ccc(Cl)cc2)cs1 (configuration not stated) | 19 | -1
CC1(C(=O)NS(=O)(=O)c2cccc(OC(F)F)c2)CCN1C(=O)Cc1ccccc1 (configuration not stated) | 12 | 1
CCOC(=O)[C@]12CCCC=C1N(Cc1cccc3ccccc13)C(=O)[C@H](CC(=O)NCc1ccc(C)o1)C2 | 9 | 1
OC1c2cc(Br)ccc2N=C2CCCCCN21 (configuration not stated) | -155 | -2
COc1ccccc1-c1ccc2c(c1)O[C@@H](CN(C)C(=O)Nc1cccc(F)c1)[C@H](C)CN([C@H](C)CO)S2(=O)=O | 4 | -1
CCOC(=O)[C@]12CCC=C1N(Cc1ccc3c(c1)OCO3)C(=O)[C@H](CC(=O)N1CCC(c3ccccc3)CC1)C2 | 14 | 1
C=CC1=CCN(S(=O)(=O)C(C)(C)C)[C@H]1CCO | 6 | -2
O=C(Nc1ccc(F)c(Cl)c1)c1ccc2nc([C@@H]3O[C@H](CO)[C@H](O)[C@H](O)[C@H]3O)[nH]c2c1 | 19 | 0
CCn1cc(/C=C(\NC(=O)c2ccccc2OC)C(=O)NCCN2CCOCC2)c2ccccc21 | -7 | -5
CC(O)C(C(=O)OCc1ccc([N+](=O)[O-])cc1)N1C(=O)c2ccccc2C1=O (configuration not stated) | 19 | 1
CC(C)(Cc1nc2ccccc2[nH]1)c1nc2ccccc2[nH]1 | 12 | 0
COc1ccc(Br)cc1C=NNS(=O)(=O)c1ccc(C)cc1 | 6 | 5
CC(C)C[C@H]1CN(CCCC[C@H]2CNC(=O)C(=O)N2CCc2ccc(O)cc2)C(=O)C(=O)N1CCC1CCCCC1 | 18 | -2

(list continues)
compound | SENP8 block | SENP1 inh
Cc1cccc(NC(=O)CSCC(=O)N(C)Cc2ccc3c(c2)OCCO3)c1 | 0 | -3
CC(=O)Nc1ccc(NC(=O)C2Cc3c(-c4cccc(C(C)=O)c4)ccnc3O2)cc1 (configuration not stated) | 21 | 0
Cc1cc(C(=O)N2CCC2(C)C(=O)Nc2cc(C(C)(C)C)nn2C)nn1C (configuration not stated) | 10 | 1
O=C(Nc1ccc(N2CCN(C(=O)c3ccc(Cl)cc3)CC2)cc1)c1ccc([N+](=O)[O-])o1 | 33* | 3
CN(C(=O)c1cccc(NC(=O)Cc2cccc(NC(=O)C3CCCN(C(=O)C4CC4)C3)c2)c1)C1CCC1 (configuration not stated) | 1 | 2
O=C(NCCN1CCC(n2c(=O)[nH]c3ccccc32)CC1)c1ccccc1Cl | 18 | 2
COc1cc(-c2coc3c(C(=O)NCc4ccc(OC)c(OC)c4)cccc23)ccc1O | 22 | -1
CCN(C(=O)CSc1nc2ccc([N+](=O)[O-])cc2s1)c1c(N)n(Cc2ccccc2)c(=O)[nH]c1=O | 15 | -3
COC(=O)c1cn(C(=O)c2ccc3c(c2)OCO3)c2ccccc12 | -2 | 4
COc1ccc(C=C(C(=O)c2ccccc2)C(=O)c2ccccc2)cc1 | 12 | -2
COc1ccc(CNC(=O)CCCn2c(=O)c3cccn3c3cccnc32)cc1 | -48 | -10
Cn1c(=O)[nH]c(=O)c2c1nc(NCc1ccco1)n2CCCc1ccccc1 | -1 | -1
CC1(C(=O)NS(=O)(=O)c2ccccc2Cl)CCN1C(=O)CC(c1ccccc1)c1ccccc1 (configuration not stated) | 2 | 2
CCOC(=O)C1=CN(CC2CCCCC2)CCC1=O | 8 | 1
O=C1N[C@@H](c2ccccc2)COC(=O)[C@H](Cc2ccc(F)cc2)C/C=C\C[C@H]1CC(=O)N(CCO)Cc1ccccc1 | 9 | 1

Structures shown so far that contain a tert-butyl group, in the order listed:
compound | SENP8 block | SENP1 inh
Cc1cc2nc(-c3ccc(F)cc3)c(CC(C)(C)C)n2c(C)c1Br | 10 | -3
C=CC1=CCN(S(=O)(=O)C(C)(C)C)[C@H]1CCO | 6 | -2
Cc1cc(C(=O)N2CCC2(C)C(=O)Nc2cc(C(C)(C)C)nn2C)nn1C (configuration not stated) | 10 | 1

New compounds follow:
compound | SENP8 block | SENP1 inh
Oc1ccc(C=NNC(=S)Nc2ccccc2)nc1 | -315 | -6
CC1(C(=O)Nc2ccc3c(c2)OCCO3)CCN1C(=O)c1ccccc1CCc1ccccc1 (configuration not stated) | 15 | -2
COc1cc(OC)cc(C2=Cc3ccccc3C(CC(=O)c3ccco3)N2c2ccc(-c3ccc(C(N)=O)cc3)cc2)c1 (configuration not stated) | -282 | -6
COc1ccc(NC(=O)N[C@H]2C=C[C@@H](CC(=O)NC3CCC3)O[C@@H]2CO)cc1 | 15 | 1
O=C(NCc1ccccc1Cl)c1ccc2nc([C@@H]3O[C@H](CO)[C@@H](O)[C@H]3O)[nH]c2c1 | 3 | -1
Cc1ccc(S(=O)(=O)N2CCN(C(=O)COC(=O)/C=C/c3ccc(C(F)(F)F)cc3)CC2)c(C)c1 | 8 | 1
O=C(CN1CCN(Cc2ccccc2)CC1)N1CCCc2c1c(=O)oc1ccc(O)cc21 | -53 | 1
COc1ccc(S(=O)(=O)NC(=O)C2(C)CCN2C(=O)C(C)(C)c2ccccc2)cc1 (configuration not stated) | 13 | 0
CC1(C(=O)NS(=O)(=O)c2ccc(Cl)cc2)CCN1C(=O)c1cccc(F)c1 (configuration not stated) | 16 | 0
O=C1NC[C@@H](CCCCN2CCN(CCC3CCCCC3)C(=O)C2=O)N(Cc2ccccc2)C1=O | 22 | 3
O=C(NCc1cccnc1)c1[nH]c(C(F)(F)F)nc1-c1ccccc1 | 22 | 2
Cc1ccccc1C(=O)N1CCC2CC1c1cc(-c3ccc(F)cc3)ccc12 (configuration not stated) | 1 | 2
CCC(CC)C(=O)N(C)c1c(C)nc2c(OCCC3CCCCC3)cccn12 | 15 | 0
O=C1NC(Cc2ccccc2)c2nc3cc(F)c(F)cc3c(=O)n2-c2ncccc21 (configuration not stated) | -27 | 0
Cc1ccc([N+](=O)[O-])c(NC(=O)COC(=O)CCNS(=O)(=O)c2cccs2)c1C | 8 | 2
COc1ccc(/C=C2\SC(=S)N(CCC(=O)N3CCOCC3)C2=O)cc1OC | 22 | -20
CCOC(=O)C1=CCN(S(=O)(=O)c2ccccc2C(=O)OC)C1c1ccc(Cl)cc1 (configuration not stated) | 26 | 4
O=C(Cn1cc(COc2c(F)c(F)cc(F)c2F)nn1)c1ccc(O)cc1 | 25 | -2
C=CCOc1cccn2c(N(C)C(=O)c3ccc(OC)cc3)c(CC)nc12 | 10 | -1
c1ccc(-n2nnnc2-c2cccc3ccccc23)cc1 | 20 | -1
CC1(C)CC(=O)C=C(c2ccc(-c3ccc4[nH]ccc4c3)cc2)C1=O | 29 | 29*
C[C@H]1COc2cc(N(C)CCO)ccc2S(=O)(=O)N1 | 6 | 2
COc1ccc(C=CC(=O)c2ccc3cc(OC)c(OC)cc3c2)cc1OC | -370 | -32

Compound profiles, as listed above:
Record of C=CCOc1cccn2c(N(C)C(=O)c3ccc(OC)cc3)c(CC)nc12 = SENP8 block: 10; SENP1 inh: -1
Record of CC1(C)CC(=O)C=C(c2ccc(-c3ccc4[nH]ccc4c3)cc2)C1=O = SENP8 block: 29; SENP1 inh: 29*
Record of O=C(Cn1cc(COc2c(F)c(F)cc(F)c2F)nn1)c1ccc(O)cc1 = SENP8 block: 25; SENP1 inh: -2

Screening data: PubChem BioAssay, Sanford-Burnham Center for Chemical Genomics

This is a subset; the hit share may differ from the screen's.
